# Compound activity as filed in PubChem.
# UbGFP stabilizer: proteasome inhibitors stabilizing ubiquitin-GFP reporter. Ubiquitin-GFP reporter cells, proteasome inhibition, GFP fluorescence; response scale: untreated = 0%, 10 µM MG-132 = 100%. Potency, µM (doses to about 45.9 µM), inactives show at the highest dose activation (GFP accumulation), hits mostly activators. 67,000 tested, under 10 active; active means well fitted activation curve with a large enough effect, not every such curve was filed as active; inconclusive means small, poorly fitted or top-dose-only effect, or another doubt; inactive means no such curve, though single readings can be large or run the other way; further: potency means the concentration at half of the fitted maximal effect
#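 GFP accumulation read-out: laser plate cytometry counting ubiquitin(G76V)-GFP-expressing U2OS cells after 4 hr compound exposure at 37 °C. Titrations spanned 46 uM to 2.9 nM; 0% = basal, 100% = 10 uM MG-132; concentration-response curves fitted.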
# BRCT inh red: BRCT-phosphoprotein interaction inhibition (red fluorophore). 0.03% of 75,000 active. AID 892. BRCT-phosphopeptide binding, red fluorescence polarization. Potency, µM (doses to about 76.9 µM), for the others: at the top dose activity change, negative = inhibition, usual class: inhibitors; further: on the % scale 0 is the no-effect control and ±100 the full control effect
#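 Rhodamine-labelled pBACH1 10-mer (100 nM) bound to BRCT domain (100 nM) at pH 7.3; compounds incubated 12 min room temperature, polarization read. Free peptide defines full inhibition; unlabelled decapeptide titrated as control.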
# BRCT PPI green: inhibitors of human BRCA1 BRCT-phosphoprotein interaction (green fluorophore); 0.05% of 75,000 active; AID 875; BRCA1 BRCT-phosphopeptide binding, green fluorescence polarization; Potency, µM (series often up to 76.9 µM), without a hit: at the top dose activity change, negative = inhibition, usual class: inhibitors;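 further: potency means the concentration at half of the fitted maximal effect; plate controls were peptide without protein for full effect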
#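 Compounds were incubated for 12 min at room temperature with a complex of 100 nM fluorescein-tagged pBACH1 decapeptide and 250 nM His-tagged BRCT protein. Buffer was phosphate pH 7.3 with EDTA, DTT and Tween 20. Disruption of binding lowers the polarization signal.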
# 15-hLO inh: blocks human 15-lipoxygenase activity; P16050; purified 15hLO-1, xylenol orange hydroperoxide absorbance; Potency, µM (highest dose often 57.1 µM), for inactives: at the highest dose activity change, negative = inhibition, actives largely listed as inhibitors; 1.4% of 74,000 active; further: potency means the concentration at half of the fitted maximal effect; on the % scale 0 is the no-effect control and ±100 the full control effect; nearly all actives have a fitted effect of over 55% in size
#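 Quantitative HTS in 25 mM Hepes pH 7.5 containing 0.01% Triton X-100: human 15hLO-1 at 40 nM, arachidonic acid at 50 uM, 6 min turnover. Product quantified via ferrous oxidation/xylenol orange, 573:405 nm absorbance ratio.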
# HBB splicing: hemoglobin beta splicing modulation; HBB splicing reporter cell assay, activation; EGFP reporter with mutant IVS2-654 intron; response scale: normalised to 500 nM splice-correcting PNA; Potency, µM (titrated, usually from 46.1 µM), for the others: top-dose activation, actives largely listed as activators; 0.06% of 65,000 active; AID 925; further: potency means the concentration at half of the fitted maximal effect; 0% is about no effect
#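 Compounds were applied for 2 days to HeLa EGFP-654 cells, 500/well in Optimem with 2% FCS. The reporter's EGFP is disrupted by mis-splicing of beta-globin intron IVS2-654. Readout: summed well GFP fluorescence from 488 nm laser scanning; reference was 500 nM antisense […] 654 PNA.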
# CRE Fsk mod: CRE-bla signaling modulation under forskolin stimulation; CHO CRE-bla reporter (cAMP response element driving beta-lactamase), forskolin EC10, beta-lactamase ratio; Potency, µM (highest dose often 38.2 µM), for the others: top-dose activity change, negative = inhibition, hits mostly activators; 2.5% of 71,000 active; AID 662; active means well fitted activation curve with a large enough effect in the signal ratio, with a control signal flat, not every such curve was filed as active; inconclusive means small, poorly fitted or top-dose-only effect, or effect the other way, or a change in a side signal; the % refers to the signal ratio; further: potency means the concentration at half of the fitted maximal effect; % of control where 0% means no effect
#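 The 460nm/530nm emission ratio after CCF4 loading defined %Activity, from which AC50 values were obtained. CRE-bla CHO cells received compound dilution series together with an EC10 level of NKH 477 for 3 hours at 37 degrees Celsius.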
# USP2a inh: inhibitors of human ubiquitin-specific protease USP2a | O75604 | USP2a enzymatic assay, qHTS inhibition | Potency, µM (series often up to 38.3 µM), without a hit: at the top dose activity change, negative = inhibition, most hits filed as inhibitors | 0.1% of 60,000 active | AID 927;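 further: potency means the concentration at half of the fitted maximal effect; nearly all actives have a fitted effect of over 60% in size; plate controls were DMSO for no effect and NEM full inhibition control for full effect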
# Target sequence (O75604 whole entry, looked up): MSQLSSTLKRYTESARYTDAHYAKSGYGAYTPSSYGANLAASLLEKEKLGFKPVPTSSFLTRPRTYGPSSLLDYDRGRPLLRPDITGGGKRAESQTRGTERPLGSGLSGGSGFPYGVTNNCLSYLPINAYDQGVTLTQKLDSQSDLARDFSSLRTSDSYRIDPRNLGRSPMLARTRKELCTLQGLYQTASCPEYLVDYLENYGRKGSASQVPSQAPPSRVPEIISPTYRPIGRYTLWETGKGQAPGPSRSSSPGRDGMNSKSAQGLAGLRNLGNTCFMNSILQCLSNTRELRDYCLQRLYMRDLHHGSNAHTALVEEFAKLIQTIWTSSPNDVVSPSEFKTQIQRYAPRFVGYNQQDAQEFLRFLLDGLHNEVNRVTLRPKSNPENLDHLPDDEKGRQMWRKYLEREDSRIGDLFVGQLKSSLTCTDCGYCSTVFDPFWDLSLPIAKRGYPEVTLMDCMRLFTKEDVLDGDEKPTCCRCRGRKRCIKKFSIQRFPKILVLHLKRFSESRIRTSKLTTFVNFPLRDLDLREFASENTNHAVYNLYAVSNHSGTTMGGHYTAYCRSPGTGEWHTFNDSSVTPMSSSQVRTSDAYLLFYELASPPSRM
#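 20 nM USP2 core + cpd, 30 min RT; add 20 nM Ub-PLA2/20 uM NBD C6-HPC; read Ex460/Em535 at 0 h and 2.5 h. Normalized to NEM; qHTS curve fit/classification.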
# Epigenetic mod: epigenetic GFP locus derepression in mouse cells; mouse C127i GFP locus derepression, cytometry, 30 h; Potency, µM (series often up to 46.1 µM), without a hit: at the top dose GFP derepression (activation); 0.09% of 68,000 active; AID 597; further: % of control where 0% means no effect
#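 Read-out is the number of GFP-positive cells, scored as fluorescent objects 20 to 120 um wide, reflecting derepression of a silenced CMV-GFP reporter in murine C127i cells after 30 h compound exposure at 37 C.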
# DNA Pol III inh: inhibitors of bacterial DNA polymerase III holoenzyme. reconstituted DNA polymerase III holoenzyme replication, biochemical. Potency, µM (doses to about 57.1 µM), for inactives: at the top dose activity change, negative = inhibition. 0.25% of 71,000 active. AID 603; further: potency means the concentration at half of the fitted maximal effect; on the % scale 0 is the no-effect control and ±100 the full control effect
#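 Reconstituted *E. coli* holoenzyme (0.35 nM Pol III, 1 nM beta, 154 nM SSB, 2 nM primase) was preincubated with compound for 15 min at RT. Synthesis on 1.4 nM ssM13Gori ran 35 min, then was stopped with PicoGreen/EDTA and read as dsDNA fluorescence.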
# Hsp90 Hop PPI: changes Hsp90-Hop TPR2A binding signal, up or down. AID 595. AlphaScreen TPR2A-His6 binding biotin-Hsp90 C-terminal peptide. Potency, µM (top dose mostly 57 µM), for inactives: at the top dose activity change, negative = inhibition. 0.44% of 71,000 active; active means well fitted curve in either direction with a large enough effect; inconclusive means small, poorly fitted or top-dose-only effect, or another doubt; further: potency means the concentration at half of the fitted maximal effect; on the % scale 0 is the no-effect control and ±100 the full control effect; many of its hits are not listed in these tables
# HADH2 inh: blocks human hydroxyacyl-CoA dehydrogenase type II | Q99714 | recombinant HADH2, NADH fluorescence, beta-hydroxybutyryl-CoA | Potency, µM (series often up to 57.1 µM), without a hit: at the top dose activity change, negative = inhibition, hits mostly inhibitors | 3.4% of 73,000 active | AID 886; further: potency means the concentration at half of the fitted maximal effect; on the % scale 0 is the no-effect control and ±100 the full control effect; nearly all actives have a fitted effect of over 60% in size; many of its hits are not listed in these tables
# Target sequence (Q99714 whole entry, looked up, one chain of several): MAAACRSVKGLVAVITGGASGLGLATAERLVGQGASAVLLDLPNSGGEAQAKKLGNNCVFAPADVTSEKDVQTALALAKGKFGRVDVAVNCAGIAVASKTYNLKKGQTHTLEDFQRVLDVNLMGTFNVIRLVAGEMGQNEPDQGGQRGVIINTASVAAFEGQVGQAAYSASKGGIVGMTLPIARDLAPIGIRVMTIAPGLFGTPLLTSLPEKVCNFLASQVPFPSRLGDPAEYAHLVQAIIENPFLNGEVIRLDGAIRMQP
#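 His-tagged recombinant enzyme from E. coli, 20 nM, preincubated 15 min RT with compound; reaction started with 1 mM NAD+ and 90 uM beta-hydroxybutyryl-CoA in 100 mM Tris-HCl pH 9.0. NADH fluorescence (ex 360/em 450) read over 4 min; last-minus-first difference.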
# The depositor's hits bear a star; u = inconclusive; x = no result given; [ ] = another dose, or the depositor's remark. Unless noted, the call rests on the fitted dose curve; in most records, active means well fitted curve in the direction sought with a large enough effect; inconclusive means small, poorly fitted or top-dose-only effect, or another doubt; inactive means no such curve, though single readings can be large; an effect the other way counts as inactive or inconclusive. These rows are one share of the data. The share of hits here may be higher or lower than overall.
# Values run as follows: BRCT inh red, Hsp90 Hop PPI, DNA Pol III inh, BRCT PPI green, 15-hLO inh, Epigenetic mod, USP2a inh, HADH2 inh, HBB splicing, UbGFP stabilizer, CRE Fsk mod
- O=C(Nc1ccc2c(c1)OCCO2)C1CCCN(S(=O)(=O)Cc2ccccc2)C1 (configuration not stated)
 : 1.0%, -2%, -1%, -0.1%, 7%, 3%, x, 10%, 0.2%[57.5 µM], 2%, -16%
- Cc1ccc(Cl)cc1N1CCN(Cc2nc3c(c(=O)[nH]c(=O)n3C)n2Cc2ccccc2F)CC1
 : -1.0%, -6%, -8%, -1.6%, -8%, x, x, u, -0.4%, 3%, 18%
- O=c1c(-c2ccc(F)cc2)nc2cncnc2n1-c1ccccc1
 : -3.7%, -1%, -3%, 1.1%, 5%, 5%[9.22 µM], 99%[activator], -15%, -0.4%, 2%, u
- COc1cccc(-c2ccc3ncnc(NCCN4CCOCC4)c3c2)c1
 : 0.0%, -3%, -13%, 3.8%, 7%, 0%[9.22 µM], 50%[activator], 8%, -0.6%, 1%, 17%
- CCOC(=O)C1CCN(CC(=O)Nc2c(C(=O)OC)[nH]c3ccc(Cl)cc23)CC1
 : -0.4%, -1%, -5%, -1.9%, -6%, 0%, 26%, -1%, 5.7%[1.84 µM], 0%, u
- Fc1ccc(CSc2ncnc3nc[nH]c23)cc1
 : -1.0%, -3%, 0%, -1.3%, 10%, x, x, 10%, -0.3%, 4%, u
- CC(C)C[C@@H](CC(=O)N[C@H](CC(=O)N[C@@H]1CCNC[C@H]1C(=O)N[C@H](CC(=O)N[C@@H](CCC(=O)O)CC(=O)O)Cc1ccccc1)C(C)C)NC(=O)[C@@H]1CNCC[C@H]1N
 : x, -13%, -4%, x, x, x, x, 0%, -0.2%, x, -17%
- COc1ccc(O[C@H]2C=C[C@@H](c3ccccc3)O[C@H]2CO/N=C2/[C@H]3O[C@@H]3[C@@H](O)[C@H]3[C@H]2CCn2c(=O)n(-c4ccccc4)c(=O)n23)cc1
 : 0.9%[15.4 µM], x, x, 1.8%[15.4 µM], -3%[11.4 µM], x, x, 10%[11.4 µM], -0.9%[9.22 µM], x, x
- CC(=O)NCCNc1cc(-c2ccccc2CN(C)C)ncn1
 : 0.0%, -4%, -3%, -0.7%, 9%, 9%[9.22 µM], 10%, -4%, -0.1%, -2%, -2%
- CCNc1ncc2nc(CCc3ccccc3)c(=O)n(-c3ccc(OC)cc3)c2n1
 : -1.1%, -1%, -6%, -0.1%, -1%, 3%[9.22 µM], 16%, -7%, 9.5%, 0%, u
- COc1ccccc1N1C(=O)C2CC(C)=C(C)CC2C1=O (configuration not stated)
 : -3.1%, 0%, -5%, -1.6%, 5%, -3%, 0%, 3%, -0.3%[57.5 µM], -4%, -1%
- O=C(CCSc1nnc2scc(-c3ccccc3)n12)Nc1nc(-c2ccccc2)ns1
 : 0.0%, -1%, 10%, -1.0%, -2%, 0%, 35%[activator], 1%, -1.9%, -6%, u
- COc1ccc(C2CC(c3ccc(Cl)cc3Cl)Nc3nc(N)nn32)cc1 (configuration not stated)
 : -0.3%, -3%[2.3 µM], -8%, -0.6%, 15%, x, x, -4%, -1.0%, -5%, 3%
- O=C(NCC(=O)N(CC1CCCO1)C(C(=O)NC1CCCC1)c1cccnc1)c1ccco1 (configuration not stated)
 : 0.3%, -4%, -2%, -1.4%, 11%, 1%, x, -9%, 0.0%[57.5 µM], -2%, -6%
- O=C(O)CCCc1nc(-c2ccccc2)no1
 : 0.1%, -2%, 1%, -1.4%, -4%, -2%, -6%, -3%, 3.3%[1.84 µM], 6%, u
- COC(=O)C/C=C\[C@@H](C)[C@@H](/C=N\O[C@@H]1O[C@H](COC(C)=O)[C@H](OC(C)=O)[C@H](OC(C)=O)[C@H]1OC(C)=O)OC
 : -0.2%[15.4 µM], x, x, 1.0%[15.4 µM], 5%[11.4 µM], x, x, 3%[11.4 µM], 0.7%[9.22 µM], x, x
- O=C1[C@H]2[C@H]3[C@H](O)[C@H](O)C/C(=N/OCc4ccccc4)[C@H]3CC[C@@H]2C(=O)N1C[C@@H]1CCCO1
 : 0.7%[15.4 µM], x, x, -5.4%[15.4 µM], -1%[11.4 µM], x, x, u, 1.9%[9.22 µM], x, x
- O=C(OCc1nnc(-c2ccccc2)o1)c1ccco1
 : 0.2%, 2%, -2%, -0.7%, 5%, 2%, -1%, 1%, 0.4%[57.5 µM], 0%, -3%
- COc1cccc(NC(=O)c2ocnc2C)c1
 : 0.1%, -1%, -7%, 0.6%, 9%, -1%, 6%, -29%, 2.7%[1.84 µM], 18%, 24%
- O=S(=O)(c1cccc2cccnc12)n1cnc2ccccc21
 : -0.5%, -6%, -3%, -0.6%, -10%, 0%, 11%, 7%, -2.0%, -4%, -1%
- CCOC(=O)C1=C(C)NC(=O)NC1c1ccc(OC)c(CN2CCOCC2)c1 (configuration not stated)
 : 1.0%, -5%, -3%, -2.8%, -5%, 0%, 8%, u, 4.0%, 0%, 6%
- CCCNC(=O)CS(=O)Cc1nc(-c2cccc(OC)c2)oc1C (configuration not stated)
 : -2.2%, -6%[2.3 µM], 0%, 1.6%, -13%, x, x, -9%, 0.9%, 14%, 0%
- COc1nc(C)ccc1-c1noc(-c2ccco2)n1
 : -3.6%, 0%, -1%, -1.7%, -1%, 0%, 4%, 14%, -0.8%, -2%, u
- Cn1cnnc1SC(C(=O)c1ccccc1)c1ccccc1 (configuration not stated)
 : -1.1%, 12%, -3%, -0.3%, u, -2%, 9%, u, -0.4%[57.5 µM], -1%, -30%
- Cc1ccc(C=Nc2ccc(N(C)C)cc2)o1
 : 0.3%, u, 4%, -0.8%, u, -2%, 17%, u, -1.4%, 5%, 15%
- O=C(O)CCC(=O)OCC1CCCO1 (configuration not stated)
 : -0.6%, -1%, -3%, -3.8%, 9%, 6%, -5%, -3%, 0.8%[0.369 µM], 3%, -4%
- CCC(C)NC(=O)CSc1nnc(-c2ccc(C(C)(C)C)cc2)n1C (configuration not stated)
 : 1.6%, 0%, -11%, -3.5%, 0%, 1%, 8%, -1%, -0.1%[57.5 µM], -3%, 8%
- Cn1nc(-c2ccc(OCC(=O)NCC3CCCO3)cc2)c2ccccc2c1=O (configuration not stated)
 : -0.2%, -6%, -6%, -0.1%, -1%, 7%, 8%, 7%, -0.5%, 0%, -9%
- Cc1nnc(SCCn2c(N3CCN(Cc4ccccc4)CC3)nc3c2c(=O)[nH]c(=O)n3C)s1
 : -1.7%, -8%, -2%, -2.1%, -3%, 0%, 7%, -6%, 3.4%[0.369 µM], x, -4%
- CCc1ccc(N2CC34C=CC(O3)C(C(=O)OC)C4C2=O)cc1 (configuration not stated)
 : -0.2%, -2%[2.3 µM], -4%, -1.0%, -4%, x, x, -6%, -0.2%, -3%, 0%
- Cc1noc(C)c1CSc1nnc2scc(-c3ccc(Cl)cc3)n12
 : -0.6%, -3%, 2%, -0.5%, -1%, -2%, 16%, 8%, -0.9%, -5%, u
- Cn1c(Cn2c(=O)sc3ccccc32)nnc1SCC(=O)Nc1ccccc1
 : -0.4%, -6%[2.3 µM], -3%, -3.5%, -2%, x, x, -4%, -1.7%, 3%, -5%
- C=CCSc1n[nH]c(-c2ccc(OCCCC)cc2)n1
 : -0.7%, -6%, -4%, -2.1%, 8%, 6%, 0%, 4%, -1.8%, -2%, 9%

# Random excerpt: 2 entries already listed.
# Values run as follows: BRCT inh red, Hsp90 Hop PPI, DNA Pol III inh, BRCT PPI green, 15-hLO inh, Epigenetic mod, USP2a inh, HADH2 inh, HBB splicing, UbGFP stabilizer, CRE Fsk mod
- O=c1c(-c2ccc(F)cc2)nc2cncnc2n1-c1ccccc1
 : -3.7%, -1%, -3%, 1.1%, 5%, 5%[9.22 µM], 99%[activator], -15%, -0.4%, 2%, u
- CCCNC(=O)CS(=O)Cc1nc(-c2cccc(OC)c2)oc1C (configuration not stated)
 : -2.2%, -6%[2.3 µM], 0%, 1.6%, -13%, x, x, -9%, 0.9%, 14%, 0%
